# ALOX15 inhib – qHTS Assay for Inhibitors of 15-hLO (15-human lipoxygenase) | purified 15hLO-1, xylenol orange hydroperoxide absorbance | Potency, µM (doses to about 57.1 µM), for inactives: top-dose activity change, negative = inhibition, most hits filed as inhibitors | actives 1.4% (n = 74,000) | AID 887, 2007; also: potency is read from the fitted curve at half-maximal effect; % is scaled to controls: 0 for no effect and ±100 for the full control effect; nearly all actives have a fitted effect of over 55% in size
# Target sequence (P16050 whole entry, looked up): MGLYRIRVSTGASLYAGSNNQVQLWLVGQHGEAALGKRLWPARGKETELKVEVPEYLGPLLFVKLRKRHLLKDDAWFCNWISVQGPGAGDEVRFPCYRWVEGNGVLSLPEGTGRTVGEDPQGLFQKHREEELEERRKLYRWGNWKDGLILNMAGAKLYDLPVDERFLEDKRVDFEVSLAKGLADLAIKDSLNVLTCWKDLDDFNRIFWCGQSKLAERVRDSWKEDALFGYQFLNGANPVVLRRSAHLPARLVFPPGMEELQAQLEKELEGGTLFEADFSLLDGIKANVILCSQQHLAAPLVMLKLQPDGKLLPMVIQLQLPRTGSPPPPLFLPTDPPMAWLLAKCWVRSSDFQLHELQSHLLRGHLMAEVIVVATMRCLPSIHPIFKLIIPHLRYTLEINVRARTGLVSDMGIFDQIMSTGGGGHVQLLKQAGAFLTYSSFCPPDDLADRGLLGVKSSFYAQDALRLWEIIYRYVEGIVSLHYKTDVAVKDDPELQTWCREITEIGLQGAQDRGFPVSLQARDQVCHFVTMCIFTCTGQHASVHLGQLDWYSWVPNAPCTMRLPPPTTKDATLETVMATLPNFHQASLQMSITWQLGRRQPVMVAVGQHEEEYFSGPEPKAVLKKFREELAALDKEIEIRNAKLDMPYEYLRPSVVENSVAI
#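 Readout: Fe(III)-xylenol orange absorbance, 573-to-405 nm ratio as reaction progress. Enzyme 40 nM purified human 15hLO-1, substrate 50 uM arachidonic acid, 6 min RT after 15 min compound preincubation; Hepes pH 7.5 buffer with Triton X-100.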
# HBB splicing – qHTS Assay for Modulators of Hemoglobin Beta Chain Splicing | Potency, µM (highest dose often 46.1 µM), without a hit: at the highest dose activation, usual class: activators | actives 0.06% (n = 65,000) | HBB splicing reporter cell assay, activation; EGFP reporter with mutant IVS2-654 intron; response scale: normalised to 500 nM splice-correcting PNA | AID 925, 2007; also: potency is read from the fitted curve at half-maximal effect; 0% is about no effect
#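 HeLa cells stably expressing EGFP interrupted by mutant beta-globin intron 2 (IVS2-654), 500/well in 2% FCS. Treated with compound for 2 days at 37C. Splicing correction scored as total well GFP intensity (488 nm excitation, 500-520 nm emission); 500 nM antisense PNA served as control.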
# DNA Pol III inh – qHTS Assay for Inhibitors of DNA Polymerase III Holoenzyme System. reconstituted DNA polymerase III holoenzyme replication, biochemical. Potency, µM (titrated, usually from 57.1 µM), without a hit: at the top dose activity change, negative = inhibition. actives 0.25% (n = 71,000). AID 603, 2007; also: potency is read from the fitted curve at half-maximal effect; % is scaled to controls: 0 for no effect and ±100 for the full control effect
#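 Reconstituted *E. coli* holoenzyme (0.35 nM Pol III, 1 nM beta, 154 nM SSB, 2 nM primase) was preincubated with compound for 15 min at RT. Synthesis on 1.4 nM ssM13Gori ran 35 min, then was stopped with PicoGreen/EDTA and read as dsDNA fluorescence.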
# UbGFP stabilizer – Ubiquitin-GFP Assay. Ubiquitin-GFP reporter cells, proteasome inhibition, GFP fluorescence; response scale: untreated = 0%, 10 µM MG-132 = 100%. Potency, µM (top dose mostly 45.9 µM), without a hit: at the top dose activation (GFP accumulation), most hits filed as activators. 67,000 tested, under 10 active; active = well fitted activation curve with a large enough effect, not every such curve was filed as active; inconclusive = small, poorly fitted or top-dose-only effect, or another doubt; inactive = no such curve, though single readings can be large or run the other way; also: potency is read from the fitted curve at half-maximal effect
#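 Reporter cells (U2OS, ubiquitin-G76V-GFP fusion) are plated overnight, then treated 4 hr at 37 °C with compound titrations from 46 uM down to 2.9 nM. Activity is scaled against untreated cells and 10 uM MG-132.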
# Fluorescein fluor – qHTS Assay for Spectroscopic Profiling in Fluorescein Spectral Region | max fluorescein-equivalent concentration, M | actives 0.91% (n = 59,000) | Compound autofluorescence, 480/540 nm, fluorescein-equivalent; hits give high values | AID 593, 2007; in the data active = max fluorescein-equivalent concentration above about 10 nM; inconclusive = between about 1.1 nM and that limit
#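 Fluorescein stocks ranging 3 mM down to 300 nM, plus DMSO blanks, were pinned alongside compounds to build a per-plate standard curve. Buffer: 100 mM Tris, pH 8.0. Incubation 15 min, room temperature; filters 480/540 nm.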
# Rhodamine fluor – qHTS Assay for Spectroscopic Profiling in Rhodamine Spectral Region | Rhodamine-region fluorescence, 547/598 nm, Tris buffer; hits give high values | max dye-equivalent concentration, M | actives 0.05% (n = 59,000) | AID 594, 2007; in the data active = max dye-equivalent concentration above about 11 nM; inconclusive = between about 1.1 nM and that limit
#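 Compounds in 100 mM Tris buffer, pH 8.0, were incubated 15 min at room temperature, then read at 547 nm excitation and 598 nm emission. Fluorescence was normalized against a per-plate six-point rhodamine standard curve as dye-equivalent concentration.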
# TexasRed autofl – qHTS Assay for Spectroscopic Profiling in Texas Red Spectral Region. AID 587, 2007. actives 0.06% (n = 59,000). Compound fluorescence, Texas Red channel, 547/618 nm; hits give high values. max dye-equivalent concentration, M; in the data active = max dye-equivalent concentration above about 10 nM; inconclusive = between about 1.1 nM and that limit
#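 Fluorescence at ex 547/em 618 nm, normalized against an on-plate Texas Red standard series to give dye-equivalent concentration per compound concentration. Buffer 100 mM Tris, pH 8.0; 15 min RT incubation before CCD imaging.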
# 4-MU autofl – qHTS Assay for Spectroscopic Profiling in 4-MU Spectral Region | AID 589, 2007 | actives 11% (n = 59,000) | max dye-equivalent concentration, M | compound autofluorescence, 340/450 nm, 4-MU equivalents; hits give high values; in the data active = max dye-equivalent concentration above about 10 nM; inconclusive = mostly about 1.1 nM to 9.6 nM
#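 Compounds in 100 mM Tris, pH 8.0, incubated 15 min at room temperature, then fluorescence read at 340 nm excitation/450 nm emission. Signal converted to 4-MU dye-equivalent concentration using an on-plate six-point 4-MU standard curve.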
# Epigenetic mod – qHTS Assay for Epigenetic Modulators. Potency, µM (highest dose often 46.1 µM), inactives show at the top dose GFP derepression (activation). mouse C127i GFP locus derepression, cytometry, 30 h. actives 0.09% (n = 68,000); also: % of control where 0% means no effect
#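 Read-out is the number of GFP-positive cells, scored as fluorescent objects 20 to 120 um wide, reflecting derepression of a silenced CMV-GFP reporter in murine C127i cells after 30 h compound exposure at 37 C.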
# HADH2 inhib – qHTS Assay for Inhibitors of HADH2 (Hydroxyacyl-Coenzyme A Dehydrogenase, Type II); 3-hydroxyacyl-CoA dehydrogenase type-2 (Homo sapiens), Q99714; recombinant HADH2, NADH fluorescence, beta-hydroxybutyryl-CoA; Potency, µM (series often up to 57.1 µM), inactives show at the highest dose activity change, negative = inhibition, usual class: inhibitors; actives 3.4% (n = 73,000); AID 886, 2007; also: potency is read from the fitted curve at half-maximal effect; % is scaled to controls: 0 for no effect and ±100 for the full control effect; nearly all actives have a fitted effect of over 60% in size; many of its hits are not listed in these tables
# Target sequence (Q99714 whole entry, looked up, one chain of several): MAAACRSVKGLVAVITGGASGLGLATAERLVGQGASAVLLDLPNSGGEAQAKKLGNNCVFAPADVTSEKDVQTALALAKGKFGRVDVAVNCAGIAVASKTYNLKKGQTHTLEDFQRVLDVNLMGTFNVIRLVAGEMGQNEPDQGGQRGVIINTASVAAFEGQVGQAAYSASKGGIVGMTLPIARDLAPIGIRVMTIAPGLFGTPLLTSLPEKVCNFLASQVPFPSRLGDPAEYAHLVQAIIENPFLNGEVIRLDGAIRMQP
#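 E. coli-expressed His-tagged HADH2 tested at 20 nM in alkaline Tris buffer (pH 9.0); oxidation of 90 uM beta-hydroxybutyryl-CoA with 1 mM NAD+ tracked fluorimetrically for 4 min.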
# Hsp90 Hop PPI – qHTS Assay for Disrupters of an Hsp90 Co-Chaperone Interaction; Hsp90 C-terminal peptide / TPR2A (Hop) interaction, human; AlphaScreen TPR2A-His6 binding biotin-Hsp90 C-terminal peptide; Potency, µM (highest dose often 57 µM), inactives show at the highest dose activity change, negative = inhibition; actives 0.44% (n = 71,000); AID 595, 2007; active = well fitted curve in either direction with a large enough effect; inconclusive = small, poorly fitted or top-dose-only effect, or another doubt; also: potency is read from the fitted curve at half-maximal effect; % is scaled to controls: 0 for no effect and ±100 for the full control effect; many of its hits are not listed in these tables
# An asterisk follows results filed as active; i = inactive; ? = inconclusive; / = no result given; [ ] = another dose, or the depositor's remark. Unless noted, calls follow the shape of the dose curve; as a rule, active = well fitted curve in the direction sought with a large enough effect; inconclusive = small, poorly fitted or top-dose-only effect, or another doubt; inactive = no such curve, though single readings can be large; an effect the other way counts as inactive or inconclusive.
SMILES,ALOX15 inhib,HBB splicing,DNA Pol III inh,UbGFP stabilizer,Fluorescein fluor,Rhodamine fluor,TexasRed autofl,4-MU autofl,Epigenetic mod,HADH2 inhib,Hsp90 Hop PPI
CSCCC1NC(=O)N(CC(=O)Nc2ccc(N3CCCCC3)cc2)C1=O (stereo unspecified),4%,0.2%[57.5 µM],-3%,-3%,?,i,i,i,-2%,-4%,-13%
COC(=O)c1ccccc1NC=C1C(=O)OC2(CCCCC2)OC1=O,/,/,/,/,?,i,i,1e-08M*,4%[20.6 µM],/,/
O=C(Oc1ccc2[nH]cc(CCN3C(=O)c4ccccc4C3=O)c2c1)c1ccco1,-5%,/,-2%,0%,i,i,i,i,0%,9%,-20%
Cc1cccc(NC(=O)CSc2nnc(CCCCCNC(=O)OC(C)(C)C)o2)c1C,2%,0.0%[1.84 µM],-4%,15%,i,i,?,i,-2%,15%,-2%
Cc1cc(C)c2c(n1)SCC(=O)N2CC(=O)NCCC1=CCCCC1,-21%,1.1%,0%,4%,/,/,/,/,-2%,5%,0%
CN(Cc1ccccc1)C(=O)CCNC(=O)Cn1cnc2ccccc2c1=O,8%,-0.9%,0%,3%,?,i,i,i,1%,7%,-1%
O=C(Cn1nnc(-c2ccc(N3CCOCC3)cc2)n1)OC1CCCCC1,-5%,/,3%,-2%,i,i,i,i,-2%,-25%,0%
Cc1cc(OCCOCCN2CCCC2)ccc1C(C)C,3%,-5.9%,-1%,-3%,/,/,/,/,3%,2%,-5%
COc1ccc(-n2ncc3c(N4CCc5ccccc54)ncnc32)cc1,5%,0.1%,0%,2%,i,i,i,?,-4%,32µM*,-3%
COc1ccc(/C=N/n2c(N)nc3ccccc32)cc1OC,12%,0.0%,3%,7%,i,i,?,i,0%,3%,-7%
COC(=O)Cn1c(=NC(=O)CSC(C)=O)sc2ccccc21,-20%,-0.9%,-2%,-9%,/,/,/,/,/,-19%,3%
COC(=O)[C@@]1(Cc2ccccc2)C=C[C@@H](C)N1C(=O)c1ccccc1,?,-1.0%,-16%,/,/,/,/,/,/,5%,-5%
CCCCn1c(CN2C(=O)c3ccccc3C2=O)nc2ccccc2c1=O,-22%,0.0%,-6%,4%,/,/,/,/,-2%,10%,6%
Cc1cc(S(=O)(=O)NCc2cccnc2)ccc1-n1cnnn1,4%,0.4%,-6%,-4%,?,i,i,i,-1%,-15%,1%
O=C(CNCC1CCCO1)Nc1ccc(N2CCCCCC2)cc1 (stereo unspecified),-27%,/,-5%,-1%,?,i,i,i,-2%,-13%,-16%

# Brought forward from above: 2 compounds, followed by the next part.
SMILES,ALOX15 inhib,HBB splicing,DNA Pol III inh,UbGFP stabilizer,Fluorescein fluor,Rhodamine fluor,TexasRed autofl,4-MU autofl,Epigenetic mod,HADH2 inhib,Hsp90 Hop PPI
Cc1cc(S(=O)(=O)NCc2cccnc2)ccc1-n1cnnn1,4%,0.4%,-6%,-4%,?,i,i,i,-1%,-15%,1%
O=C(CNCC1CCCO1)Nc1ccc(N2CCCCCC2)cc1 (stereo unspecified),-27%,/,-5%,-1%,?,i,i,i,-2%,-13%,-16%
Fc1cccc2sc(N3CCOCC3)nc12,7%,4.4%,-3%,3%,?,i,i,i,-3%,-3%,-1%
CCn1c(SCc2ccc(OC)cc2)nnc1-c1ccncc1,-12%,-1.6%,8%,-4%,i,i,i,i,6%,-4%,0%
Cc1ccc(C(=O)CCNc2ccc(Br)cc2)o1,6%,0.3%,-3%,4%,i,i,i,?,0%,-1%,-2%
O=C1NC(=O)C(CC(=O)N(c2ccccc2)C2(C(=O)NC3CCCC3)CCCCC2)N1 (stereo unspecified),1%,-2.0%,1%,14%,i,i,i,i,9%,9%,-10%
COc1ccc2c(c1)c(=O)oc1c(C)c3occ(C)c3cc12,-2%,-0.2%,-3%,0%,?,i,i,?,6%,138%[activator],0%
CCOC(=O)Nc1sc(=S)n(C)c1C,-13%,/,1%,1%,i,i,i,i,0%,?,0%
C=CCSc1nnc(Cn2c(=O)sc3ccccc32)n1C,-6%,0.2%,4%,-11%,/,/,/,/,/,17%,-5%[2.3 µM]
O=C(CSc1nnc(-c2cccs2)n1-c1ccccc1)N1CCc2ccccc21,5%,0.2%,-2%,0%,i,i,?,i,0%,2%,-1%
OCC1(C2=NOC(O)(C(F)(F)F)C2)CCCCC1 (stereo unspecified),2%,4.5%[57.5 µM],5%,-4%,?,i,i,i,-2%,0%,-1%
Fc1ccc(C(c2nnnn2Cc2ccco2)N2CCN(C3CCCCC3)CC2)cc1 (stereo unspecified),5%,-0.2%[57.5 µM],0%,-5%,?,i,i,i,0%,10%,-6%
Cc1ccc(C)c(C(=O)CC2(O)C(=O)Nc3ccccc32)c1 (stereo unspecified),-7%,-0.8%,-2%,1%,i,i,?,i,0%,2%,-4%
O=C(CC12CC3CC(C1)CC(CC(=O)N1CCCC1)(C3)C2)N1CCCC1,8%,-0.4%,-5%,4%,/,/,/,/,2%,7%,-6%
Cc1nn(C(=O)c2cccnc2)c(C)c1C,11%,-3.1%,-3%,19%,i,i,i,i,0%,12%,-6%
O=C(Nc1ccc(Cl)cc1)NC1CCS(=O)(=O)C1 (stereo unspecified),-3%[11.4 µM],1.1%[0.0738 µM],-8%[11.4 µM],-9%[9.17 µM],/,/,/,/,-2%,1%[11.4 µM],-2%[11 µM]
Cn1cccc1Cc1nnc(SCC(=O)Nc2ccc(F)cc2)n1-c1ccc(F)cc1,-21%,0.0%,-2%,9%,/,/,/,/,/,-5%,-5%[2.3 µM]
CCCCCc1nnc(NC(=O)Cc2cccs2)s1,?,-2.2%,?,1%,?,i,i,i,-4%,7.9µM*,-6%
CCCCn1c(SCC(=O)Nc2cc(NC(=O)c3ccco3)ccc2C)nc2ccccc2c1=O,-22%,/,-2%,-4%,i,i,?,i,8%,17%,-5%
Cc1ccccc1-c1nc(CS(=O)(=O)CC(=O)N(C)C2CCCCC2)c(C)o1,0%,-0.1%,-10%,-11%,/,/,/,/,-6%,?,3%
O=C(Nc1cccc(NC(=O)c2cccs2)c1)c1ccco1,-8%,-0.2%,-5%,2%,i,i,?,i,-4%,2%,-5%
COc1cc2nc(N3CCN(C(=O)[C@@H]4CCCO4)CC3)nc(N)c2cc1OC,7%[25.6 µM],-2.6%[20.6 µM],-6%[25.6 µM],-9%[20.5 µM],i,i,?,8.9e-07M*,4%[20.6 µM],?,1%[26 µM]
CN(C)S(=O)(=O)c1ccc(NC(=O)c2ccccn2)cc1,4%,-0.5%,0%,2%,?,i,i,i,0%,10%,-2%
CCc1[nH]nc2c1C(c1cccc(OC(=O)N3CCOCC3)c1)C(C#N)=C(N)O2 (stereo unspecified),3%,1.7%,-1%,0%,i,i,?,i,8%,-11%,0%
CC(c1ccc(Br)cc1)N1CC23C=CC(O2)C(C(=O)O)C3C1=O (stereo unspecified),13%,1.1%,4%,6%,/,/,/,/,-2%,5%,-5%
O=C(COc1ccc2c(c1)OCO2)NC12CC3CC(CC(C3)C1)C2,-6%,-1.4%,-3%,1%,i,i,?,i,0%,4%,-10%
O=C1C2CCCN2C(c2ccccc2)N1c1nccs1 (stereo unspecified),6%,-0.4%,1%,13%,i,i,i,i,1%,-14%,-2%
CN(C)C(=O)c1ccc(-c2cc(NCc3ccccc3)ncn2)cc1,0%,-0.2%,-11%,-5%,i,i,i,i,-3%[9.22 µM],?,-2%
COC(=O)/C=c1/s/c(=C(\C#N)C(=O)NCc2ccco2)n(-c2ccc(C)cc2)c1=O,-23%,-0.5%[57.5 µM],3%,-2%,?,i,i,?,4%,-15%,-2%
COc1ccc(CCNc2oc(COc3ccccc3)nc2C#N)cc1,/,/,/,/,i,i,i,i,4%[20.6 µM],/,/
CCOC(=O)CSc1nnc(-c2cccc(Br)c2)o1,-11%,0.7%,-2%,20%,/,/,/,/,-3%,-10%,3%
C=C(C)c1cccc(C(C)(C)NC(=O)NCC2CCCO2)c1 (stereo unspecified),12%,1.0%[9.22 µM],-3%,2%,/,/,/,/,-2%,6%,1%

# High-throughput results deposited in PubChem by National Center for Advancing Translational Sciences (NCATS).

# An excerpt, so the mix of outcomes need not match the whole.
